IEC-6 tox = IEC-6 cytotoxicity, counter-screen for KLF5 inhibitors; luminescence viability; 0.78% of 290,000 active; inhibition, % at 5 µM; AID 1825; in the data active = inhibition above about 22%;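 also: 0% = plate median of test compound wells and 100% = cytotoxic reference compound wells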
HIF activator = HIF pathway transcriptional activation; U2OS HRE-luciferase reporter, luminescence; normalized: DMSO 0%, desferrioxamine 100%; activation, % at 7.5 µM (by protocol); 0.32% of 300,000 active; AID 1910;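 active = mean activation of at least 10% of the iron chelator positive control signal, with at least half of replicates also reaching 10%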
SKKanGAS inh = SKKanGAS growth inhibition; S. pyogenes SKKanGAS, kanamycin growth, BacTiter-Glo, 6 h; inhibition, % at 7.5 µM; 1.3% of 300,000 active;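 active = mean replicate score, as percent of positive control median, at least 50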;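 also: strain carries kanamycin resistance gene driven by streptokinase promoter and grows in 40 µg/ml kanamycin; loss of luminescence reflects streptokinase promoter inhibition or plain growth inhibition; 0% = median of DMSO wells and 100% = positive control at its reference dose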
TRPC4 potent = allosteric potentiators of mouse TRPC4 channel; Q9QUQ5; HEK293 TRPC4beta/mu-opioid, DAMGO EC20, Fluo-4 Ca2+ flux; active compounds read high; B-score at 10 µM; 0.42% of 310,000 active;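 active = B-score of calcium response area above 5 SD of library B-scores, with initial fluorescence ratio within 5 SD of library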;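 also: B-score of integrated fluorescence ratio over time as area under calcium response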
KLF5 inh = kruppel-like factor 5 inhibition; DLD-1 KLF5 promoter-luciferase reporter, luminescence; inhibition, % at 5 µM; 0.23% of 290,000 active; AID 1700;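 active = inhibition above a per-plate limit of that plate's mean compound inhibition plus 3 SD, cut at about 60% in these data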;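 also: 0% = DMSO wells and 100% = LY294002 at 200 µM; higher means less KLF5 promoter-driven luciferase light; inactives centre near -14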
TRPC6 inhibitor = mouse TRPC6 channel inhibition | Q61143 | HEK293-TRPC6, membrane potential dye, ACh-evoked depolarization; active compounds read low | B-score at 10 µM | AID 2553 | 1.1% of 310,000 active;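 active = B-score under library mean minus 3 SD, initial fluorescence not abnormally high, positive integrated signal ratio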;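 also: B-score derived from integrated fluorescence ratio over the kinetic read; more negative B-score means stronger inhibition of depolarization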
TRPC4 block = blocks the mouse TRPC4 cation channel; B-score at 10 µM; HEK293 TRPC4beta/mu-opioid, DAMGO-evoked Fluo4 calcium flux; active compounds read low; 0.39% of 300,000 active;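 active = B-score over 3 SD under the library average, no early fluorescence shift, positive overall ratio signal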
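material = TRPC4beta/mu-opioid receptor HEK293 cell line | probe or stimulus = sequential submaximal and maximal DAMGO stimulation | compound dosing = one concentration per compound | measured by = Fluo4 Ca2+ flux fluorescence | evaluation = integrated fluorescence ratio relative to baseline, converted to per-well B score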
aSyn UTR inh = MLPCN primary screen, SNCA 5' untranslated region. AID 1813. 0.82% of 300,000 active. alpha-synuclein 5'UTR reporter, inhibitor activity. inhibition, % (tested at 7.5 µM); in the data active = inhibition above about 60%;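 also: H4 neuroglioblastoma cells stably carrying SNCA 5'UTR luciferase fusion; 0% = DMSO wells and 100% = positive control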
TRPC6 act = activates the mouse TRPC6 cation channel; HEK293-TRPC6 membrane potential dye fluorescence; active compounds read high; B-score at 10 µM; Q61143; 0.13% of 310,000 active;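 active = B-score of the integrated fluorescence ratio above library mean plus 3 SD, and starting fluorescence ratio within library mean plus 5 SD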;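 also: higher score means more depolarization so channel activation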
TRPC4 act = TRPC4 (mouse) channel activation; Q9QUQ5; HEK293 TRPC4beta/mu-opioid, Fluo4 calcium fluorescence; active compounds read high; B-score at 10 µM; 0.49% of 310,000 active;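 active = B-score above 5 SD of library B-scores, and initial fluorescence ratio not above library mean plus 5 SD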;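 also: positive B-score marks a calcium rise read as TRPC4 activation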
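System: HEK293 cells stably co-expressing mouse TRPC4beta and mu-opioid receptor; Schedule: Fluo4 dye loading 45 min at room temperature, 110 s recording; Detection: Fluo4 fluorescence, kinetic; Evaluation: B-scored integrated calcium fluorescence ratio; Controls: buffer (low) and maximal DAMGO (high).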
MrgX1 antagonist = blocks BAM8-22 activation of human MrgX1 receptor | MRGX1-HEK293 calcium flux, Fluo-4, BAM8-22 antagonism; active compounds read low | B-score at 10 µM | 1.3% of 310,000 active | AID 588676;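 active = calcium-response B-score plate-corrected more than 3 library SD below zero, starting fluorescence within 5 deviations, no agonist response on first addition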;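 also: peak minus trough fluorescence over baseline after final BAM8-22 challenge near maximal dose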
Target sequence (Q96LB2 whole entry, looked up): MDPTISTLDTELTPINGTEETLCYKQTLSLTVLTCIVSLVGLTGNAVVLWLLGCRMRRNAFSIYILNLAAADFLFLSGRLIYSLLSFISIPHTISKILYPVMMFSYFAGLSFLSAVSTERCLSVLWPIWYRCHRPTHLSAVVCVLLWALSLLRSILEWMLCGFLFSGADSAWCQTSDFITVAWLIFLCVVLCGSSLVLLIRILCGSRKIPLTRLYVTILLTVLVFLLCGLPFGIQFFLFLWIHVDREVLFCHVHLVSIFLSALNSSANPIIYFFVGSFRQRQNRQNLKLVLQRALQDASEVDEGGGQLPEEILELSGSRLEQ
* marks the source's active call; other numbers are inactive results.

Screening COc1ccc(Cc2nc3ccc(C(=O)NCc4ncc(C)[nH]4)cc3o2)cc1OC returned IEC-6 tox -0.9, HIF activator 0.0, SKKanGAS inh 2.6, TRPC4 potent inactive, KLF5 inh -25.9, TRPC6 inhibitor inactive, TRPC4 block inactive, aSyn UTR inh -6.7, TRPC6 act inactive, TRPC4 act inactive and MrgX1 antagonist inactive.
For COc1cc(C(=O)Nc2cc(C(F)(F)F)ccc2Cl)cc(OC)c1OC the results were IEC-6 tox -2.5, HIF activator -0.1, SKKanGAS inh 6.3, TRPC4 potent inactive, KLF5 inh -2.0, TRPC6 inhibitor inactive, TRPC4 block inactive, aSyn UTR inh -8.4, TRPC6 act inactive, TRPC4 act inactive and MrgX1 antagonist inactive.
`O=C(Cn1cnc2c(nnn2-c2ccccc2)c1=O)NCc1ccc(F)cc1` gave IEC-6 tox -2.5, HIF activator -0.1, SKKanGAS inh -13.0, TRPC4 potent inactive, KLF5 inh 4.6, TRPC6 inhibitor inactive, TRPC4 block inactive, aSyn UTR inh 25.3, TRPC6 act inactive, TRPC4 act inactive and MrgX1 antagonist inactive.
Screening O=C(CC12CC3CC(CC(C3)C1)C2)N1CCCOC1 returned IEC-6 tox 6.7, HIF activator -0.5, SKKanGAS inh 3.0, TRPC4 potent inactive, KLF5 inh 11.4, TRPC6 inhibitor inactive, TRPC4 block inactive, aSyn UTR inh 23.5, TRPC6 act inactive, TRPC4 act inactive and MrgX1 antagonist inactive.
`CCc1cccc(NS(=O)(=O)c2ccc(-n3cccn3)cc2)c1` gave IEC-6 tox 4.3, SKKanGAS inh 3.4, TRPC4 potent inactive, KLF5 inh -4.6, TRPC6 inhibitor inactive, TRPC4 block inactive, aSyn UTR inh 6.2, TRPC6 act inactive, TRPC4 act inactive and MrgX1 antagonist inactive.
Screening CC1CCCC(C)N1c1ccc(S(=O)(=O)N2CCOCC2)cc1Cl (stereo not drawn) returned IEC-6 tox 2.3, HIF activator -0.3, SKKanGAS inh 4.3, TRPC4 potent inactive, KLF5 inh -23.3, TRPC6 inhibitor inactive, TRPC4 block inactive, aSyn UTR inh -7.1, TRPC6 act inactive, TRPC4 act inactive and MrgX1 antagonist inactive.
`COc1ccc(S(=O)(=O)n2c([N+](=O)[O-])cnc2C)cc1OC` gave IEC-6 tox 1.8, HIF activator 1.1, SKKanGAS inh 7.1, TRPC4 potent inactive, KLF5 inh 5.7, TRPC6 inhibitor inactive, TRPC4 block inactive, aSyn UTR inh -0.3, TRPC6 act inactive, TRPC4 act inactive and MrgX1 antagonist inactive.
Screening CCN(CC)CCNC(=O)CCn1nc(-c2ccc(Cl)cc2)ccc1=O returned IEC-6 tox 2.5, HIF activator 0.7, SKKanGAS inh -1.9, TRPC4 potent inactive, KLF5 inh -56.2, TRPC6 inhibitor inactive, TRPC4 block inactive, aSyn UTR inh 9.0, TRPC6 act inactive, TRPC4 act inactive and MrgX1 antagonist inactive.
`O=C(CCc1ccccc1)OCCN1CCOCC1` gave IEC-6 tox -10.1, HIF activator 0.2, SKKanGAS inh -0.7, TRPC4 potent inactive, KLF5 inh -4.1, TRPC6 inhibitor inactive, TRPC4 block inactive, aSyn UTR inh 1.7, TRPC6 act inactive, TRPC4 act inactive and MrgX1 antagonist inactive.
Screening Cc1ccc(S(=O)(=O)N2CCOCC2)cc1NC(=O)COC(=O)Cn1c(C)csc1=O returned HIF activator 0.5, SKKanGAS inh 6.6, TRPC4 potent inactive, TRPC6 inhibitor inactive, TRPC4 block inactive, aSyn UTR inh 2.3, TRPC6 act inactive, TRPC4 act inactive and MrgX1 antagonist inactive.
For COC(=O)CNC(=O)c1cc(OC)cc(OC)c1 the results were IEC-6 tox -4.8, HIF activator -0.3, SKKanGAS inh -7.3, TRPC4 potent inactive, KLF5 inh -5.8, TRPC6 inhibitor inactive, TRPC4 block inactive, aSyn UTR inh -0.2, TRPC6 act inactive, TRPC4 act inactive and MrgX1 antagonist inactive.
`O=c1cc(O)c(-c2cccc(C(F)(F)F)c2)c(Cl)[nH]1` gave IEC-6 tox 3.7, HIF activator 0.0, SKKanGAS inh 8.0, TRPC4 potent inactive, KLF5 inh -9.7, TRPC6 inhibitor inactive, TRPC4 block inactive, aSyn UTR inh -23.2, TRPC6 act inactive, TRPC4 act inactive and MrgX1 antagonist inactive.
Screening COc1ccc(-c2nnc(SCC(=O)c3ccc(O)cc3O)o2)cc1 returned IEC-6 tox -1.3, HIF activator 0.4, SKKanGAS inh 1.9, TRPC4 potent inactive, KLF5 inh -58.4, TRPC6 inhibitor inactive, TRPC4 block inactive, aSyn UTR inh -37.2, TRPC6 act inactive, TRPC4 act inactive and MrgX1 antagonist inactive.
Screening CCN(CC(=O)Nc1c(F)cccc1F)C(=O)C1CCN(S(=O)(=O)c2ccc(C)cc2C)CC1 returned HIF activator 0.0, SKKanGAS inh -11.5, TRPC4 potent inactive, TRPC6 inhibitor inactive, TRPC4 block inactive, aSyn UTR inh 9.1, TRPC6 act inactive, TRPC4 act inactive and MrgX1 antagonist inactive.
Screening CCCC(NC(=O)c1ccccc1)c1nc2ccccc2n1Cc1ccc(C(=O)OC)o1 (stereo not drawn) returned IEC-6 tox -6.9, HIF activator -0.2, SKKanGAS inh 4.9, TRPC4 potent inactive, KLF5 inh -6.1, TRPC6 inhibitor inactive, TRPC4 block inactive, aSyn UTR inh 11.6, TRPC6 act inactive, TRPC4 act inactive and MrgX1 antagonist inactive.
For Cc1ccc(S(=O)(=O)N2CCC(=O)N(C(COCc3cccc(Cl)c3)Cc3ccccc3)CC2)cc1 (stereo not drawn) the results were IEC-6 tox -2.9, HIF activator -3.8, SKKanGAS inh 9.3, TRPC4 potent inactive, KLF5 inh -8.3, TRPC6 inhibitor inactive, TRPC4 block inactive, aSyn UTR inh 27.3, TRPC6 act inactive, TRPC4 act inactive and MrgX1 antagonist inactive.
For COc1ccc(S(=O)(=O)N2CCC3(CC2)OCCN3S(=O)(=O)c2cccs2)cc1 the results were HIF activator 1.0, SKKanGAS inh 3.2, TRPC4 potent inactive, TRPC6 inhibitor inactive, TRPC4 block inactive, aSyn UTR inh 10.4, TRPC6 act inactive, TRPC4 act inactive and MrgX1 antagonist inactive.
`O=C(O)Cn1c(-c2ccccn2)nc2ccccc21` gave IEC-6 tox 7.4, HIF activator 2.3, SKKanGAS inh -1.1, TRPC4 potent inactive, KLF5 inh -43.8, TRPC6 inhibitor inactive, TRPC4 block inactive, aSyn UTR inh -50.7, TRPC6 act inactive, TRPC4 act inactive and MrgX1 antagonist inactive.
`CCCCC#Cc1cncc(C(=O)N/N=C/c2cccc(OC)c2)c1` gave IEC-6 tox -0.8, HIF activator -0.9, SKKanGAS inh -22.4, TRPC4 potent inactive, KLF5 inh -0.3, TRPC6 inhibitor inactive, TRPC4 block inactive, aSyn UTR inh 25.8, TRPC6 act inactive, TRPC4 act inactive and MrgX1 antagonist inactive.
For COc1cccc(CN2CCN(C(=O)c3ccc(-c4ccccc4)cc3)CC2)c1 the results were IEC-6 tox -0.2, HIF activator -0.2, SKKanGAS inh -5.0, TRPC4 potent inactive, KLF5 inh -24.4, TRPC6 inhibitor inactive, TRPC4 block inactive, aSyn UTR inh 4.6, TRPC6 act inactive, TRPC4 act inactive and MrgX1 antagonist inactive.
Screening COc1cc(/C(C)=N/NC(=O)CSc2nnc(C)s2)ccc1O returned IEC-6 tox -2.6, HIF activator -0.6, SKKanGAS inh -3.5, TRPC4 potent inactive, KLF5 inh -6.4, TRPC6 inhibitor inactive, TRPC4 block inactive, aSyn UTR inh -11.1, TRPC6 act inactive, TRPC4 act inactive and MrgX1 antagonist inactive.
For Cc1ccc(C(=O)/C=C2\NCCNC2=O)cc1 the results were IEC-6 tox -0.8, HIF activator 1.3, SKKanGAS inh -5.7, TRPC4 potent inactive, KLF5 inh -147.7, TRPC6 inhibitor inactive, TRPC4 block inactive, aSyn UTR inh -71.6, TRPC6 act inactive, TRPC4 act inactive and MrgX1 antagonist inactive.
Screening O=C(Nc1cccc(Cl)c1N1CCCC1)c1ccco1 returned IEC-6 tox 5.9, HIF activator 0.1, SKKanGAS inh -7.4, TRPC4 potent inactive, KLF5 inh 12.6, TRPC6 inhibitor inactive, TRPC4 block inactive, aSyn UTR inh 0.9, TRPC6 act inactive, TRPC4 act inactive and MrgX1 antagonist inactive.
For CCOc1ccc2[nH]c(=O)c(C(c3nnnn3C3CCCCC3)N3CCN(CC)CC3)cc2c1 (stereo not drawn) the results were IEC-6 tox 1.6, HIF activator -0.5, SKKanGAS inh 4.9, TRPC4 potent inactive, KLF5 inh -27.1, TRPC6 inhibitor inactive, TRPC4 block inactive, aSyn UTR inh 8.8, TRPC6 act inactive, TRPC4 act inactive and MrgX1 antagonist inactive.
`CC(C)(c1ccccc1)c1ccc(OCC(O)CN2CCCC2)cc1` (stereo not drawn) gave IEC-6 tox 2.6, HIF activator -0.2, SKKanGAS inh 5.0, TRPC4 potent inactive, KLF5 inh -30.4, TRPC6 inhibitor inactive, TRPC4 block inactive, aSyn UTR inh -12.8, TRPC6 act inactive, TRPC4 act inactive and MrgX1 antagonist inactive.
`O=C(CN(c1ccc(F)cc1)S(=O)(=O)c1ccc2c(c1)OCCO2)NCc1ccccn1` gave IEC-6 tox -1.3, HIF activator 0.0, SKKanGAS inh -0.3, TRPC4 potent inactive, KLF5 inh -20.4, TRPC6 inhibitor inactive, TRPC4 block inactive, aSyn UTR inh 4.3, TRPC6 act inactive, TRPC4 act inactive and MrgX1 antagonist inactive.
Cc1ccccc1C(=O)NNC(=S)NC(=O)c1cccs1 was read as IEC-6 tox 15.9, HIF activator 0.5, SKKanGAS inh 68.6*, TRPC4 potent inactive, KLF5 inh 4.8, TRPC6 inhibitor inactive, TRPC4 block inactive, aSyn UTR inh 8.0, TRPC6 act inactive, TRPC4 act 159* and MrgX1 antagonist inactive.
O=C(CCc1nnc2ccc(NCc3ccco3)nn12)N1CCN(c2ccc(F)cc2)CC1 was read as IEC-6 tox -5.5, HIF activator 0.3, SKKanGAS inh -7.9, TRPC4 potent inactive, KLF5 inh -18.7, TRPC6 inhibitor inactive, TRPC4 block inactive, aSyn UTR inh 5.1, TRPC6 act inactive, TRPC4 act inactive and MrgX1 antagonist inactive.
Screening CN(C(=O)Nc1ccc(Cl)cc1)n1cnc2ccccc2c1=O returned IEC-6 tox -2.2, HIF activator 0.1, SKKanGAS inh 3.6, TRPC4 potent inactive, KLF5 inh -21.6, TRPC6 inhibitor inactive, TRPC4 block inactive, aSyn UTR inh -20.0, TRPC6 act inactive, TRPC4 act inactive and MrgX1 antagonist inactive.

Screening results: PubChem BioAssay, several laboratories
